ATXN2 expr inh: Primary qHTS for Inhibitors of ATXN expression | AID 1745845, 2022 | 360,000 compounds, 0.72% hits | HEK-293 ATXN2-luciferase reporter, luminescence, 24 h | Potency, µM (series often up to 57 µM), for the others: top-dose activity change, negative = inhibition, most hits filed as inhibitors; also: potency is read from the fitted curve at half-maximal effect; % is scaled to controls: 0 for no effect and ±100 for the full control effect; nearly all actives have a fitted effect of over 55% in size
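ATXN2-luciferase reporter cells (luciferase flanked by upstream and downstream ATXN2 gene portions) were treated 24 h at 37 °C with compounds at up to 57 uM. SteadyGlo luminescence gave expression; GF-AFC fluorescence gave viability.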
ATXN viability: Viability Counterscreen for Primary qHTS for Inhibitors of ATXN expression; S2 cells (HEK-293 line with an ATXN2-luciferase reporter) viability, CellTiter-Fluor protease fluorescence, 24 h; Potency, µM (titrated, usually from 56.7 µM), hits mostly cytotoxic; 400,000 compounds, 0.49% hits; AID 651635, 2014; also: potency is read from the fitted curve at half-maximal effect; nearly all actives have a fitted effect of over 40% in size
HT1080-NT tox: qHTS for induction of synthetic lethality in tumor cells producing 2HG: qHTS for the HT-1080-NT fibrosarcoma cell line | HT-1080-NT fibrosarcoma viability, CellTiter-Glo ATP luminescence, 48 h | Potency, µM (series often up to 46.1 µM), without a hit: top-dose activity, negative = less viability, actives largely listed as cytotoxic | AID 686970, 2013 | 360,000 compounds, 1.6% hits;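 also: NT is the 2HG producing partner of a matched IDH1 knockdown line; potency is read from the fitted curve at half-maximal effect; 0% = DMSO-treated cells and -100% = media-only wells without cells; nearly all actives have a fitted effect of over 55% in size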
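Fibrosarcoma NT cells, 750 per well in 5% FBS RPMI, were exposed to compound for 48 hours. Viability: CellTiter-Glo luminescence.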
HepG2 tox: qHTS for Inhibitors of TGF-b: Cytotox Counterscreen. HepG2 CAGA-GFP viability, ATP luminescence, 18 h. Potency, µM (doses to about 46.1 µM), inactives show top-dose activity change, negative = cytotoxicity, hits mostly cytotoxic. 410,000 compounds, 0.76% hits; also: potency is read from the fitted curve at half-maximal effect; some results filed as inactive show a strong effect at the top dose
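CellTiter-Glo luminescence gave cytotoxicity after 18 hours at 37 degrees C. The cells were HepG2 CAGA-GFP in 1% FBS DMEM, stimulated with 500 pg/mL TGF-beta after compound addition. %Activity was normalised to no-cell wells (complete cell-killing) and DMSO (no toxicity), and curves were fitted and classified.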
KB-3-1 tox: qHTS assay for MDR1-selective chemotherapeutics: Primary screen using the parental adenocarcinoma cell KB-3-1; KB-3-1 viability, CellTiter-Glo ATP luminescence, 72 h; Potency, µM (highest dose often 46.1 µM), without a hit: top-dose activity change, negative = cytotoxic, most hits filed as cytotoxic; 400,000 compounds, 1.4% hits; AID 1347075, 2019; also: potency is read from the fitted curve at half-maximal effect; % is scaled to controls: 0 for no effect and ±100 for the full control effect; nearly all actives have a fitted effect of over 60% in size
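Using CellTiter-Glo luminescence, growth of non-resistant KB-3-1 adenocarcinoma cells is assessed 72 h after pin-tool compound addition at 37 °C. Normalized responses across the concentration series yield fitted curves.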
IL-1B inflam inh: qHTS for Inhibitors of Inflammasome Signaling: IL-1-beta AlphaLISA Primary Screen | THP-1 LPS/ATP IL-1B secretion, AlphaLISA, 16 h; hits give low values | activity change, % at 57.5 µM | 360,000 compounds, 4.7% hits; in the data active = activity change below about -50%; inconclusive = mostly about -30% to -49%; also: % is scaled to controls: 0 for no effect and ±100 for the full control effect
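Secreted IL-1B measured by AlphaLISA bead assay after 16 h compound exposure of THP-1 cells; compounds (final up to 57.5 uM) added 1 h before LPS (250 ng/mL) and ATP (1.25 mM) stimulation; lower signal means less secretion.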
SW480 rerep: A quantitative high throughput screen for small molecules that induce DNA re-replication in SW480 colon adenocarcinoma cells; SW480 DNA re-replication, Hoechst DNA content imaging, 48 h; Potency, µM (doses to about 46.1 µM), inactives show at the top dose re-replication activation, most hits filed as activators; 340,000 compounds, 1.8% hits; AID 624297, 2012; also: potency is read from the fitted curve at half-maximal effect; % of control where 0% means no effect; nearly all actives have a fitted effect of over 55% in size
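Treated cells incubate 48 hr (37 C, 5% CO2), are stained 40 min with Hoechst, and nuclear fluorescence is enumerated; a rise in nuclei with high DNA signal marks re-replication.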
HT1080 IDH1KD tx: qHTS for induction of synthetic lethality in tumor cells producing 2HG: qHTS for the HT-1080-IDH1KD cell line; HT-1080 IDH1 knockdown viability, ATP luminescence, 48 h; Potency, µM (series often up to 46.1 µM), inactives show top-dose activity, negative = toxicity, actives largely listed as cytotoxic; 360,000 compounds, 2% hits;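 also: potency is read from the fitted curve at half-maximal effect; 0% = DMSO wells and -100% = cell-free medium wells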
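Luminescent ATP read-out (CellTiter-Glo, 10 min at room temperature) after 48 h compound exposure at 37 °C gave viability of IDH1-knockdown HT-1080 cells. Activity was normalised to DMSO and cell-free wells, then fitted as concentration-response curves.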
MCF10A rerep: A quantitative high throughput screen for small molecules that induce DNA re-replication in MCF 10a normal breast cells. MCF 10A DNA re-replication, Hoechst nuclear intensity, 48 h. Potency, µM (highest dose often 46.1 µM), without a hit: at the highest dose activity, positive = re-replication, most hits filed as activators. 350,000 compounds, 2.9% hits. AID 624296, 2012; also: potency is read from the fitted curve at half-maximal effect; % of control where 0% means no effect; nearly all actives have a fitted effect of over 50% in size
Numbers without * were called inactive; i = inactive; ? = inconclusive; · = not tested or not shown; [ ] = remark or other dose. Unless noted, calls follow the shape of the dose curve; as a rule, active = well fitted curve in the direction sought with a large enough effect; inconclusive = small, poorly fitted or top-dose-only effect, or another doubt; inactive = no such curve, though single readings can be large; an effect the other way counts as inactive or inconclusive.

SMILES	ATXN2 expr inh	ATXN viability	HT1080-NT tox	HepG2 tox	KB-3-1 tox	IL-1B inflam inh	SW480 rerep	HT1080 IDH1KD tx	MCF10A rerep
Cn1c(SCC(=O)N2CCN(Cc3ccccc3)CC2)nnc1-c1ccncc1	4%	i	7%	2%	-4%	7	0%	-2%	-1%
CC(=O)Nc1ccc(NC(=O)c2cccc(S(=O)(=O)N3CCCCCC3)c2)cc1	-3%	?	-27%	-14%	·	83	-4%	?	?
CCCC(=O)N(c1ccc(OCC)cc1)S(=O)(=O)c1ccc2c3c(cccc13)C(=O)N2C	1%	i	1%	-25%	·	-9	6%	13%	?
COc1ccc(NC(=O)CN(C)S(=O)(=O)c2cccs2)cc1	38%	?	9%	7%	10%	22	1%	5%	2%
O=c1c2ccccc2nc(COc2ccccc2)n1/N=C/c1cn[nH]c1-c1ccccc1	-6%	i	-24%	-34%	-11%	-9	-3%	-27%	?
Cc1c(Cl)cccc1NC(=O)C1C2C=CC(C2)C1C(=O)O (stereo not given)	-7%	?	7%	-20%	-24%	9	?	-2%	-1%
O=c1c(-c2ccc(Cl)cc2)coc2c(CN3CCOCC3)c(O)ccc12	0%	i	15%	-27%	4%	-27	-4%	10%	2%
Cc1cc2c(sc3ccccc32)c(C)n1	-9%	i	10%	2%	?	30	-17%[9.22 µM]	6%	-4%
CCOC(=O)N1CCN(C(=O)c2ccc3c(=O)n(CC4CCCO4)c(=S)[nH]c3c2)CC1 (stereo not given)	-9%	i	11%	-2%	4%	7	-19%	21%	?
COc1ccc2occ(C(C)=O)c2c1	-3%	i	0%	-8%	-10%	-8	?	4%	?
O=C1C2C3c4ccccc4C(c4ccccc43)C2C(=O)N1c1nc(-c2ccccc2)cs1 (stereo not given)	-7%	i	0%	-26%	-7%	-21	9%	2%	13%
CCc1ccccc1NC(=O)COc1ccc(C(=S)N2CCCC2)cc1	-20%	i	-3%	-5%	-6%	11	7%	0%	?

Quoted from the entries so far (ten entries):
SMILES	ATXN2 expr inh	ATXN viability	HT1080-NT tox	HepG2 tox	KB-3-1 tox	IL-1B inflam inh	SW480 rerep	HT1080 IDH1KD tx	MCF10A rerep
Cn1c(SCC(=O)N2CCN(Cc3ccccc3)CC2)nnc1-c1ccncc1	4%	i	7%	2%	-4%	7	0%	-2%	-1%
CC(=O)Nc1ccc(NC(=O)c2cccc(S(=O)(=O)N3CCCCCC3)c2)cc1	-3%	?	-27%	-14%	·	83	-4%	?	?
CCCC(=O)N(c1ccc(OCC)cc1)S(=O)(=O)c1ccc2c3c(cccc13)C(=O)N2C	1%	i	1%	-25%	·	-9	6%	13%	?
COc1ccc(NC(=O)CN(C)S(=O)(=O)c2cccs2)cc1	38%	?	9%	7%	10%	22	1%	5%	2%
O=c1c2ccccc2nc(COc2ccccc2)n1/N=C/c1cn[nH]c1-c1ccccc1	-6%	i	-24%	-34%	-11%	-9	-3%	-27%	?
Cc1c(Cl)cccc1NC(=O)C1C2C=CC(C2)C1C(=O)O (stereo not given)	-7%	?	7%	-20%	-24%	9	?	-2%	-1%
O=c1c(-c2ccc(Cl)cc2)coc2c(CN3CCOCC3)c(O)ccc12	0%	i	15%	-27%	4%	-27	-4%	10%	2%
Cc1cc2c(sc3ccccc32)c(C)n1	-9%	i	10%	2%	?	30	-17%[9.22 µM]	6%	-4%
CCOC(=O)N1CCN(C(=O)c2ccc3c(=O)n(CC4CCCO4)c(=S)[nH]c3c2)CC1 (stereo not given)	-9%	i	11%	-2%	4%	7	-19%	21%	?
COc1ccc2occ(C(C)=O)c2c1	-3%	i	0%	-8%	-10%	-8	?	4%	?

Carrying on.
SMILES	ATXN2 expr inh	ATXN viability	HT1080-NT tox	HepG2 tox	KB-3-1 tox	IL-1B inflam inh	SW480 rerep	HT1080 IDH1KD tx	MCF10A rerep
O=C(C[n+]1ccc(C(=O)c2ccccc2)cc1)Nc1ccc(C(F)(F)F)cc1	-29%	i	-25%	-6%	-20%	-60*	8%	?	?
CC(=O)Nc1ccc(S(=O)(=O)NCc2ccc(C(=O)NCCN3CCCCCC3)cc2)cc1	0%	i	-2%	0%	-2%	-4	-2%	-1%	0%
CC(C)(C)OC(=O)C(C)(C)O/N=C(\C(=O)O)c1csc(N)n1	-5%	?	0%	-7%	1%	10	-7%	0%	-2%
c1ccc(CCCN2CCN(c3ccccn3)CC2)cc1	210%[activator]	i	-13%	-27%	12%	-9	-5%	-2%	?
CCOc1ccccc1Nc1sc(C(=O)c2ccc(Cl)cc2)c(N)c1C#N	?	?	·	1%	?	·	·	·	·
CCOC(=O)CCNC(=O)N1CCCC(C(=O)c2cccc(OC(C)C)c2)C1 (stereo not given)	2%	?	-5%	-3%	7%	20	5%	-11%	14%
CCCN(c1c(C)n(C)n(-c2ccccc2)c1=O)S(=O)(=O)c1ccc(C)cc1	-11%	i	·	-26%	-14%	·	·	·	·
Cc1cccc(N2C(=O)CC(N3CCN(c4ccccc4)CC3)C2=O)c1 (stereo not given)	-16%	i	3%	6%	-11%	-27	-2%	4%	?
Cc1ccc(C)c(-c2csc(NC(=O)c3c(C)noc3C)n2)c1	-14%	i	2%	-13%	-1%	62	?	-4%	-2%
COC(=O)c1sccc1-n1cc2c(c1-c1ccccc1)c(=O)n(C)c(=O)n2C	-1%	i	5%	-11%	?	2	·	4%	·
CCCNC(=O)C1CCN(S(=O)(=O)c2cccs2)CC1	-7%	i	9%	5%	8%	4	-31%[inhibitor]	11%	23%
C#Cc1ccc([C@H]2C=C(C(=O)N3CCOCC3)O[C@@H](OCc3ccc(CO)cc3)C2)cc1	-1%	i	-2%	0%	11%	3	18%[9.22 µM]	11%	?
CCOC(=O)c1[nH]c(COC(=O)C2CC(=O)N(Cc3ccccc3)C2)c(C(=O)OCC)c1C (stereo not given)	9%	i	0%	23%	9%	-10	?	1%	1%
CCc1ccccc1NC(=O)CN(C)C(=O)Cn1cnc2ccc(Cl)cc2c1=O	-16%	i	-3%	-56%	2%	-15	2%	-7%	-1%
Cc1nnc(SCC(=O)Nc2cccc([N+](=O)[O-])c2)n1CC1CCCO1 (stereo not given)	8%	i	5%	17%	4%	12	-57%	-3%	0%
CC(C)CNC(=O)c1cccc(NC(=O)c2ccccc2-c2ccccc2C(=O)O)c1	6%	i	8%	0%	3%	14	?	8%	2%
O=C(c1ccco1)N1CCN(S(=O)(=O)c2cccc3nsnc23)CC1	-5%	i	0%	2%	0%	-17	-6%	5%	-4%
CCOCCCn1c(SCC(=O)Nc2ccccc2)nc2ccccc2c1=O	-19%	i	-12%	8%	-4%	-10	-6%	-1%	-4%
CN(C)C(=O)CCCCCCCCC(=O)N(C)C	-1%	i	5%	-13%	7%	·	-6%	7%	1%
COc1cc(CC(NC(C)=O)C(=O)NC2CCN(c3nc(OC)nc(OC)n3)CC2)cc(OC)c1 (stereo not given)	23%	i	13%	5%	11%	-7	-11%	0%	?
COC(=O)c1c(NC(=O)CSc2nnc(-c3ccco3)n2C)sc(C)c1C	-13%	i	1%	-11%	8%	?	-4%	0%	-2%
CCOc1ccc(CNC(=O)COc2cc(=O)n(C)c3ccccc23)cc1	10%	i	·	-11%	0%	·	·	·	·
COC(=O)[C@@]12OC[C@]34[C@H]([C@@H](O)[C@@H]1O)[C@@]1(C)C(=O)C(O[C@@H]5OC(CO)[C@@H](O)[C@@H](O)[C@@H]5O)=C[C@@H](C)[C@@H]1C[C@H]3OC(=O)[C@H](OC(=O)/C=C(\C)C(C)(C)OC(C)=O)[C@@H]24 (stereo not given in full)	?	?	?	-27%	?	-56*	-6%	?	23%
Cc1ccnc(NC(=O)c2cc(-c3ccc(Cl)s3)nc3ccccc23)c1	9%	i	-20%	-10%	-15%	11	-295%[inhibitor]	-3%	?
O=C(c1ccc2ccccc2n1)N1CCN(S(=O)(=O)c2ccc(Cl)cc2)CC1	4%	i	0%	4%	?	-9	-2%	11%	?
COc1ccc(NC(=O)Cc2csc(NC(=O)Nc3ccccc3OC)n2)cc1	·	i	-23%	-19%	-2%	-25	·	-25%	·
Cc1cccc(-c2noc(CNC(=O)c3ccc4c(c3)OCO4)n2)c1	2%	i	-2%	9%	7%	6	-18%	-5%	-6%
O=c1[nH]c2ccc(NCc3ccc(-c4ccc(F)cc4)o3)cc2[nH]1	-23%	i	·	7%	-2%	·	·	·	·
COc1ccc(-c2nc3c(-c4ccccc4)cnn3cc2C)cc1F	21%	·	10%	-2%	-8%	0	?	21%	?
O=C(O)C(c1ccccc1)N1C(=O)/C(=C\c2ccc(-c3cccc(Cl)c3)o2)SC1=S (stereo not given)	·	i	-1%	-24%	4%	18	-12%	5%	17%
c1ccc(CSc2nncn2-c2ccccn2)cc1	13%	i	13%	-11%	14%	-18	1%	5%	10%
O=C(CSc1nc(C2CC2)nc2c1cnn2-c1ccccc1)Nc1c[nH]c(=O)[nH]c1=O	0%	?	-29%	-45%	-6%	-9	?	-14%	?
C[C@@H]1CN([C@H](C)CO)C(=O)CCCn2nncc2CO[C@H]1CN(C)S(=O)(=O)c1cccc(C#N)c1	5%	i	1%	-33%	-1%	20	·	6%	·

Random draw from the library; about 8.9% have a hit in one of these screens.
